# RXFP1 antagonist: blocks the human relaxin receptor RXFP1 | HEK293-RXFP1, relaxin-stimulated cAMP HTRF, 30 min; active compounds read low | AID 1259400 | actives 0.59% (n = 350,000) | Q9HBX9 | activity change, negative = inhibition, % at 57.5 µM;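 active means activity change of -60% or lower, but not beyond a set lower limit; inconclusive means change between -60% and -40%, or beyond the set limit; inactive means change above -40%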; further: on the % scale 0 is the no-effect control and ±100 the full control effect
# Anesthetic bind: candidate novel general anesthetic via apoferritin binding. actives 0.074% (n = 350,000). AID 485281. apoferritin/1-aminoanthracene competitive binding, fluorescence. Potency, µM (series often up to 77.5 µM), without a hit: top-dose activity change, negative = displacement, most hits filed as inhibitors. P02791; further: potency means the concentration at half of the fitted maximal effect; on the % scale 0 is the no-effect control and ±100 the full control effect; nearly all actives have a fitted effect of over 20% in size
# Target sequence (P02791 2-175 limits assumed): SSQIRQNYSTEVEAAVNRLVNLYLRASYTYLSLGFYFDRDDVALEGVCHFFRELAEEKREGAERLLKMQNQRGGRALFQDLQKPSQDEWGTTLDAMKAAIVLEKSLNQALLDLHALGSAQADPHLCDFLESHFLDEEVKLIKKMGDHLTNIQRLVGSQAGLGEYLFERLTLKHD
#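 Apoferritin-based anesthetic binding model; compound displacement of fluorescent 1-AMA measured as endpoint fluorescence after 10 minutes at room temperature, scaled to free-ligand and complex controls.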
# RXFP1 agonist: RXFP1 (human) receptor agonism. Q9HBX9. HEK293T-RXFP1 cAMP TR-FRET, 30 min; response scale: percent of porcine relaxin response, buffer zero. actives 0.3% (n = 370,000). Potency, µM (doses to about 57.5 µM), without a hit: top-dose activation, most hits filed as activators; further: potency means the concentration at half of the fitted maximal effect; on the % scale 0 is the no-effect control and ±100 the full control effect; nearly all actives have a fitted effect of over 60% in size; many of its hits are not listed in these tables
#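 HEK293T cells stably expressing RXFP1 were pretreated with the PDE4 inhibitor Ro 20174, exposed to compounds for 30 min at 37C, lysed, and cAMP was read by TR-FRET. Data normalized to buffer (basal) and 29 nM porcine relaxin (100%).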
# D1 PAM: enhances dopamine response at the human D1 receptor; HEK293 TREx D1 cells, calcium flux, dopamine EC20 potentiation; potentiation, % at 10 µM; actives 0.036% (n = 360,000); AID 504651; in the data active means potentiation above about 30%; further: 0% is about no effect
# TRHR enhancer: allosteric enhancers of human TRH receptor | P34981 | TRHR cells, fluo-8 calcium fluorescence, EC20 TRH enhancement | enhancement, % at 2 µM | actives 0.66% (n = 360,000) | AID 493056; in the data active means enhancement above about 30%; further: 0% is about no effect
# Target sequence (P34981 whole entry, looked up): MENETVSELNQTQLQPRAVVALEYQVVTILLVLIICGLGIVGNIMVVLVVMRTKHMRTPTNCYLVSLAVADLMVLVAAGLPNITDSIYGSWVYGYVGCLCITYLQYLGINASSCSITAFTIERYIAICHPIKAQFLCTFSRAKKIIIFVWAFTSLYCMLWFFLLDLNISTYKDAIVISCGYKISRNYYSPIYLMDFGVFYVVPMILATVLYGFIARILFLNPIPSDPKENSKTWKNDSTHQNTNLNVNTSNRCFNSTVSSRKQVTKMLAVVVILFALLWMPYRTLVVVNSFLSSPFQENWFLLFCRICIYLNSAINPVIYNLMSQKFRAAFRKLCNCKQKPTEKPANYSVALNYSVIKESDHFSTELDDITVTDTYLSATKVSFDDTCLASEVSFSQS
#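 TRHR-expressing cells loaded with fluo-8 calcium dye were read kinetically (ex 480/em 530) during compound addition, then stimulated with an EC20 of TRH (10 nM final). Enhancement of the Gq-mediated intracellular calcium response was scored.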
# TRHR agonist: agonists of human TRH receptor | TRHR cells, calcium flux fluo-8, FDSS agonist mode | actives 0.18% (n = 360,000) | AID 493084 | activation, % at 2 µM | P34981; in the data active means activation above about 30%; further: 0% is about no effect
#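 Agonist-mode FDSS calcium read (Ex 480/Em 530, 1 s cycles) in 1536-well TRHR cells with fluo-8 dye, after 10-cycle baseline and 23 nL compound addition; TRH at EC20 (10 nM final) added afterwards for the enhancer phase.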
# D2 PAM: positive allosteric modulators of human D2 dopamine receptor. AID 485347. HEK293 T-REx D2, calcium flux, EC20 dopamine potentiation. potentiation, % at 10 µM. actives 0.34% (n = 340,000). P14416;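 active means potentiation over 3 SD above the plate norm, cut at about 30% in these data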; further: 0% is about no effect
# Target sequence (P14416 whole entry, looked up): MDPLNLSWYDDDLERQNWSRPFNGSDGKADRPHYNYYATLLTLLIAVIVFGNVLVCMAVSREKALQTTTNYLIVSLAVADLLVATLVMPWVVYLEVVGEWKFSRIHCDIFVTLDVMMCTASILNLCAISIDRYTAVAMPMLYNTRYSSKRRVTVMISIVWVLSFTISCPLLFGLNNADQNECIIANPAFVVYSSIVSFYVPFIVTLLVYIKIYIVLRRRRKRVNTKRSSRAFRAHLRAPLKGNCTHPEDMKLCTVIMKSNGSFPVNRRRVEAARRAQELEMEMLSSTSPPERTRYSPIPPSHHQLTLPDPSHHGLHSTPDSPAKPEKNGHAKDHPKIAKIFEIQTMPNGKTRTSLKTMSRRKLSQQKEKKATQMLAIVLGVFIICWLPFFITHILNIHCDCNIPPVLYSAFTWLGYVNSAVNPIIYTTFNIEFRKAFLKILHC
#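 Cells plated with tetracycline inducer and held overnight at 30 C; calcium dye loaded 30–90 min at room temperature; baseline taken, compound added and read 180 s; EC20 dopamine then added and read 180 s.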
# D1 ag: agonists of human D1 dopamine receptor; activation, % at 2 µM; HEK293 T-REx D1 cells, calcium flux, agonist mode; actives 1% (n = 360,000); AID 504660; in the data active means activation above about 30%; further: 0% is about no effect
#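 Tetracycline-induced HEK293 TREx D1 cells, force-coupled to calcium signalling, were dye-loaded with a no-wash calcium kit. Compound was pin-added after a 10 s baseline. Fluorescence was read kinetically at 1 cycle/s for 180 s, with calcium rises flagged as agonism.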
# D1 antagonist: human D1 dopamine receptor antagonism; P21728; HEK293 TREx D1 cells, calcium flux, dopamine EC80; active compounds read low; activity change, negative = inhibition, % at 10 µM; actives 3.2% (n = 360,000); AID 504652; in the data active means activity change below about -30%; further: on the % scale 0 is the no-effect control and ±100 the full control effect
#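 Kinetic fluorescence of a calcium dye serves as the read-out. D1-expressing Hek293 Trex cells, induced overnight at 30 C, are exposed to compound for 180 s before an EC80 dopamine addition, then read 180 s further.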
# * = called active by the depositor; ? = inconclusive; . = not tested or not shown. Unless noted, the call rests on the fitted dose curve; in most records, active means well fitted curve in the direction sought with a large enough effect; inconclusive means small, poorly fitted or top-dose-only effect, or another doubt; inactive means no such curve, though single readings can be large; an effect the other way counts as inactive or inconclusive. Not all compounds are listed; the hit share may differ from the screen's.
Compound,D2 PAM,RXFP1 antagonist,TRHR enhancer,D1 ag,D1 PAM,Anesthetic bind,D1 antagonist,RXFP1 agonist,TRHR agonist
OCCC1CN(Cc2cccc(C(F)(F)F)c2)CCN1Cc1ccccc1 (configuration not stated),-24,-17,-4,2,-3,-10%,1,-3.2%,0.9
COc1ccc(/C=N/n2cnnc2SCCO)cc1OC,1,1,8,4,2,-1%,9,5.6%,0.2
CCOc1ccc(NC(=O)Nc2nnc(CC(=O)NCc3ccccc3)s2)cc1,6,4,-3,1,0,-8%,3,1.0%,0.5
COCCCNC(=O)CCCN1C(=O)CCn2nc(-c3cccn3C)cc21,-3,-12,-2,2,-2,2%,-1,1.4%,0.6
Cc1ccc(C)c(NC(=O)C(=O)NCCc2c[nH]c3ccccc23)c1,-9,-18,8,2,-12,-17%,8,3.1%,-0.1
O=C(CCCn1cnc([N+](=O)[O-])n1)Nc1ccc(Cl)cc1Cl,1,.,0,4,-1,-10%,-4,-0.3%,-0.1
O=C(Nc1ccc(S(=O)(=O)Nc2nccs2)cc1)c1cccc(F)c1,0,-7,2,6,-3,5%,-47*,-0.1%,0.7
CC(CC(=O)O)CC(=O)Nc1ccc(S(N)(=O)=O)cc1 (configuration not stated),1,-3,5,1,-6,-9%,-15,0.5%,0.8
Cc1ccccc1NC(=S)N1CCCCCC1,-7,-2,-2,1,2,-23%,-5,-3.4%,0.1
Cc1ccc(-n2c(SCC(=O)Nc3ccc4c(c3)OCO4)nnc2-c2cccs2)cc1,.,-25,6,1,-3,-4%,5,0.7%,-0.9
C[C@H](NC(=O)c1ccccc1Cl)C(=O)OCC(=O)NNC(=O)c1cccs1,.,-14,-3,6,2,.,6,-2.6%,0.4
Cc1sc2ncn(CC(=O)Nc3ccc(F)cc3F)c(=O)c2c1S(=O)(=O)N1CCC(C)CC1,-6,1,-8,-1,0,-14%,-5,-4.6%,0.5
CC(C)(C)NC(=O)c1oc2ccccc2c1NC(=O)c1ccc(F)cc1,5,-21,-21,3,8,-2%,24,-1.6%,0.6
CCOc1ccc(NC(=O)CSc2nc3ccsc3c(=O)n2CC)cc1,4,-1,-8,3,2,1%,-5,8.1%,-0.4
CCOc1ccccc1NC(=O)C1CCN(c2ccc(S(=O)(=O)N3CCCC3)cc2)CC1,-13,-3,4,5,-4,-6%,-8,0.6%,-0.3

Compound,D2 PAM,RXFP1 antagonist,TRHR enhancer,D1 ag,D1 PAM,Anesthetic bind,D1 antagonist,RXFP1 agonist,TRHR agonist
COc1ccc(-c2ccnc(SCC(=O)c3ccc(Br)cc3)n2)cc1,0,7,0,3,-6,-7%,2,3.5%,0.6
COc1ccc2c(=O)c3c(=O)n(-c4ccccc4)c(-c4ccco4)nc3oc2c1,7,-7,-3,0,18,-2%,12,-0.1%,0.2
Cc1c(C=O)c2ccccn2c1C(=O)c1ccncc1,5,-15,3,2,-5,-23%,-16,4.9%,-1.2
CCCCn1c(N)c(N(CCOC)C(=O)C2CCN(S(=O)(=O)c3ccc(C)c(C)c3)CC2)c(=O)[nH]c1=O,5,-2,-1,1,-5,.,1,-1.0%,-0.3
O=C(O)COCC(=O)Nc1ccc2c(c1)ncn2CCc1ccccc1,4,-5,0,5,2,-9%,9,1.2%,0.9
O=C(Nc1nccs1)c1ccc(CSc2nnnn2-c2ccccc2)cc1,5,-5,2,9,1,-22%,-34*,-0.6%,-0.7
C=CCNC(=O)c1cccc(Br)c1,1,-2,-5,-1,2,-5%,10,3.1%,0.0
CC/C(CC(=O)C(F)(F)F)=N\NC(=O)/C(C#N)=C/N(C)C,-18,9,-5,1,2,-18%,2,-1.0%,0.2
Cc1onc(-c2ccccc2Cl)c1C(=O)N1CCN=C1SCc1cccnc1,-2,16,-8,1,-3,-11%,8,0.0%,0.0
Cc1nc2ccc(NC(=O)COc3cccc(F)c3)cc2s1,-2,.,-2,7,-3,-10%,6,-0.8%,0.1
CC(C)c1ccc(C2/C(=C(\O)c3ccc4c(c3)OCCO4)C(=O)C(=O)N2CCN2CCOCC2)cc1 (configuration not stated),-12,4,0,1,-2,4%,2,27%,-0.3
CC1=C(c2ccc(C)cc2)S(=O)(=O)N(CC(=O)O)C1=O,-2,3,-1,6,4,-6%,-1,0.8%,0.7
O=C(O)c1ccc(COc2ccccc2/C=C2\NC(=O)N(Cc3ccccc3)C2=O)cc1,6,3,0,7,-4,-7%,-2,-0.1%,0.0
CCn1c(SCCC#N)nnc1-c1ccncc1,14,2,6,0,-1,-6%,-21,0.9%,0.6
CC(=O)c1ccc(OCC(=O)OCC(=O)Nc2sccc2C(N)=O)cc1,-12,-25,-7,12,-3,.,-17,1.2%,0.5

Compound,D2 PAM,RXFP1 antagonist,TRHR enhancer,D1 ag,D1 PAM,Anesthetic bind,D1 antagonist,RXFP1 agonist,TRHR agonist
COc1cc(-c2noc(C)c2C#Cc2ccc(N)cc2)cc(OC)c1OC,4,.,5,0,1,-9%,-28,0.1%,-0.5
CCOc1c(OC(C)=O)ccc(/C=C2\N=C(SCC)SC2=O)c1[N+](=O)[O-],8,4,1,5,-3,-23%,-16,1.4%,-0.2
COc1cc(C(C(=O)NC2CCCCC2)N(C(=O)Cc2c[nH]c3ccccc23)c2ccccc2C)cc(OC)c1OC (configuration not stated),-19,-6,0,5,0,-14%,4,-1.0%,0.1
Cc1nn(-c2ccccc2)cc1C(=S)Nc1ccccc1,-2,-3,-4,5,-3,5%,-29,1.9%,0.4
COc1cc(C(N)=O)cc(Cl)c1OCc1ccccc1,11,2,9,3,-8,7%,-21,0.4%,-0.6
Fc1cccc(F)c1/C=C/c1ccc2ccccc2n1,2,8,8,3,-1,-12%,4,1.3%,-0.6
Oc1c(Cl)cc(Cl)cc1/C=N/Nc1ncc(Br)cn1,3,-19,-4,3,-14,4%,-28,3.4%,0.7
O=C(COC(=O)COc1ccccc1[N+](=O)[O-])Nc1ccccc1Br,22,-4,2,5,4,-12%,-43*,0.3%,-0.4
CCOC(=O)CC1=CSC2=NS(=O)(=O)CCN12,-4,-15,3,0,0,-4%,9,-0.7%,0.3
O=C(NC(NNc1ccc([N+](=O)[O-])cc1)(C(F)(F)F)C(F)(F)F)c1ccc(Cl)cc1,-10,-11,-3,31*,-10,?,-54*,0.3%,4.2
CCC(CC)C(=O)Nc1nnc(S(=O)(=O)Nc2ccccc2C)s1,7,2,-5,3,1,-1%,-13,0.2%,-1.5
O=C(c1cccc([N+](=O)[O-])c1)N1CCCC(C(=O)N2CCCCC2)C1 (configuration not stated),-8,-4,1,1,1,-7%,-1,1.2%,-0.3
COc1cc(/C=C(/NC(=O)c2ccc(Cl)cc2Cl)C(=O)O)cc(OC)c1OC,-5,4,3,4,-6,7%,3,3.5%,0.3
Cc1ccc(S(=O)(=O)N2CCCCC2)cc1NS(=O)(=O)c1cccc(C(=O)O)c1,-5,15,-2,4,-1,-1%,-8,0.3%,1.1
Cc1noc(C)c1C(=O)N(CC(=O)Nc1ccccc1Br)Cc1ccco1,-11,5,-4,0,0,.,7,0.4%,-0.3

Compound,D2 PAM,RXFP1 antagonist,TRHR enhancer,D1 ag,D1 PAM,Anesthetic bind,D1 antagonist,RXFP1 agonist,TRHR agonist
Cc1ccc(C2C3=C(CC(C)(C)CC3=O)Nc3[nH]c(=S)[nH]c(=O)c32)cc1 (configuration not stated),11,-3,2,2,4,-9%,12,-0.7%,0.0
COc1cccc(NC(=O)Cc2ccc(C)cc2)c1,14,-4,-7,1,-2,-24%,-5,0.6%,-0.4
CCOC(=O)c1oc2cc(O)ccc2c(=O)c1-c1csc(C)n1,8,4,-5,1,0,-12%,-7,1.9%,0.0
N/C(Cc1nc(-c2ccc(Br)cc2)cs1)=N\O,.,-5,5,2,7,?,-47*,0.2%,-0.4
Cc1cc(/C=N/NC(N)=O)c(C)n1C1CCCCC1,2,-3,2,1,-3,-14%,-11,1.7%,-0.2
O=C(CSCC(=O)Nc1ccc2ccccc2c1)NCc1ccccc1,16,-6,13,3,-2,-2%,-11,-0.3%,0.2
COc1c(Br)cc(Br)cc1C(=O)O,-7,6,0,0,0,11%,5,0.5%,0.9
Cc1nnc(SCC(=O)NC(=O)NC2CCCC2)n1N,0,8,5,-2,3,-15%,.,-1.9%,0.3
Cc1ccc(CNC(=O)N2CCN(c3ccc(C)cc3)CC2)cc1,-7,-4,1,13,-1,-11%,-1,-0.6%,-0.3
CC(C)=C1SC(N2CCN(c3cccc(Cl)c3)CC2)=NC1=O,2,4,-7,2,4,-14%,1,-0.4%,0.4
C/C(=N\NC(=O)c1ccccc1OCCOc1ccccc1)c1ccccc1F,10,-11,2,11,-5,.,4,-0.2%,1.1
COc1ccc(/C=N/NC(=O)c2cccc(Br)c2)cc1CN1CCOCC1,6,2,6,0,-8,5%,1,-2.4%,0.4
Cc1cc(C)cc(OCC(O)CN2CC(C)OC(C)C2)c1 (configuration not stated),16,-2,17,6,-2,3%,3,-0.6%,-0.4
COc1ccccc1CNC(=O)C1CCN(S(=O)(=O)c2ccc3c(c2)CC(C)N3C(=O)C2CC2)CC1 (configuration not stated),-2,-14,-8,2,1,-7%,-5,-0.2%,-0.8
COc1ccc(S(=O)(=O)N2CCC(C(=O)N[C@H](C(=O)NC3CCCC3)C(C)C)CC2)cc1,0,13,11,3,-2,2%,-7,4.1%,-0.2
CC1(C)CC(=O)C(N=Nc2ccc(C(F)(F)F)cc2[N+](=O)[O-])=C(O)C1,3,-20,11,6,-2,4%,14,-1.5%,-2.2

# Some of these compounds in order of count of non-hydrogen atoms, highest first:
Compound,D2 PAM,RXFP1 antagonist,TRHR enhancer,D1 ag,D1 PAM,Anesthetic bind,D1 antagonist,RXFP1 agonist,TRHR agonist
C/C(=N\NC(=O)c1ccccc1OCCOc1ccccc1)c1ccccc1F,10,-11,2,11,-5,.,4,-0.2%,1.1
CC1(C)CC(=O)C(N=Nc2ccc(C(F)(F)F)cc2[N+](=O)[O-])=C(O)C1,3,-20,11,6,-2,4%,14,-1.5%,-2.2
CC(C)=C1SC(N2CCN(c3cccc(Cl)c3)CC2)=NC1=O,2,4,-7,2,4,-14%,1,-0.4%,0.4
Cc1cc(C)cc(OCC(O)CN2CC(C)OC(C)C2)c1 (configuration not stated),16,-2,17,6,-2,3%,3,-0.6%,-0.4
COc1cccc(NC(=O)Cc2ccc(C)cc2)c1,14,-4,-7,1,-2,-24%,-5,0.6%,-0.4
